# HRP interference = HRP/luminol detection interference without ALR, dose response, artefact control for ALR inhibitor project, biochemical, luminescence, no ALR or DTT; hit rate 15% among 2,500; activity change, negative = inhibition, % at the top dose, mostly 10 µM; hits show AC50 in µM; HRP/H2O2 luminol luminescence counterscreen, no ALR;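 active = signal-lowering compounds whose fitted half-maximal concentration AC50 is no higher than ten times their top tested concentration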;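 also: 0% = median of neutral control wells and -100% = median of quercitin 100 µM wells; many of its hits are not listed in these tables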
# * = called active by the depositor.
SMILES,HRP interference
CC(=O)NC(=O)NC(C)Cc1ccccc1 (configuration not stated),-1.7%
COC(=O)C(O)(c1ccc2c(c1)CCCN2)C(F)(F)F (configuration not stated),-2.6%
CN1C(=O)c2ccccc2NC(=O)C1Cc1ccccc1 (configuration not stated),-1.6%
Cc1cc(Br)ccc1N1C(=O)CC(=O)NC1=O,-4.9%
CCN1CCN(c2ccc(N)cc2)CC1,-8.7%
CCN1CCN(Cc2cc(Br)cc(Br)c2O)CC1,-0.5%

# This is a subset (hit frequency here may not be typical).
